Assay outcomes as filed in PubChem BioAssay.
BL2 CD40 inh: CD40 pathway inhibition in BL2 cells. BL2 NF-kB luciferase reporter, CD40L-induced, 4 h. inhibition, % at 10 µM. 83,000 compounds, 0.94% hits. AID 1053188;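 active = mean inhibition of at least 50% with a set share of replicates also reaching that level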;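 also: 0% = neutral control wells and 100% = IKK inhibitor VII at 50 µM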
Active calls of the source: *; & = joins results of further samples; [ ] = another dose, or the depositor's remark.

SMILES | BL2 CD40 inh
N#Cc1cccc(C(=O)Nc2ccc(S(=O)(=O)Nc3nccs3)cc2)c1 | 3
CCn1c(C)c2c(C)nnc(C)c2c1C | -2
O=C(NCC1CCCO1)c1ccc(Oc2ccc([N+](=O)[O-])cc2)cc1 (configuration not stated) | 4
C[C@@H]1CN(C)C(=O)Cc2ccccc2O[C@H]1CN(C)S(C)(=O)=O | -1
O=C(Oc1ccccc1)c1ccc(COC(=O)c2cnccn2)cc1 | -1
COC(=O)c1ccc(CSc2nnc3ccccn23)o1 | 10
CN1C[C@@H]2[C@H](c3ccccc31)[C@@H](CO)N2C(=O)CN1CCOCC1 | -5[25 µM]
COc1cccc(CN(C)C[C@@H]2OCc3ccccc3-c3ccccc3C(=O)N([C@@H](C)CO)C[C@@H]2C)c1 | -6[25 µM]
CC(=O)N1[C@H](CO)[C@H](c2ccccc2)[C@H]1CN(C(=O)c1ccccc1F)C(C)C | -10[25 µM]
CCN(CC)S(=O)(=O)c1cc(NC(=O)C(CC(C)C)NC(N)=O)ccc1C (configuration not stated) | 11
O=C(c1ccccc1)C(Nc1ccccn1)c1ccccc1 (configuration not stated) | 6
CCc1ccc(C(=O)NC(CC(C)C)C(=O)O)cc1 (configuration not stated) | 8
O=C(COC(=O)C1=COCCO1)Nc1ccc(F)cc1 | -20
NS(=O)(=O)c1cccc2c1c([N+](=O)[O-])cc1[nH]c(=O)c(=O)[nH]c12 | -1[25 µM]
COc1cc(/C=N/NC(=O)CCC(=O)NCc2ccccc2)cc(OC)c1OC | 1
Cc1ccc(-c2cc(C(=O)N3CCOCC3)c3ccccc3n2)o1 | -11
CC(NS(=O)(=O)c1ccc2[nH]c(=O)[nH]c2c1)c1ccc(F)cc1 (configuration not stated) | 2
O=C(COC(=O)c1cc(Cl)ccc1O)Nc1ccccc1C(=O)NC1CC1 | -6
O=C(Nc1ccccn1)c1ccc(Cl)c(S(=O)(=O)N2CCc3ccccc32)c1 | 26
CCCCN(C(=O)c1ccco1)C1CCS(=O)(=O)C1 (configuration not stated) | 4
O=C(Nc1ccc(Cl)cn1)C1CCCN1S(=O)(=O)c1cccc2ccccc12 (configuration not stated) | 9
COc1cccc(C(=O)Nc2ccc3c(c2)C(=O)N(C)[C@H]2CC[C@H](CC(=O)NCc4ccc(F)cc4)O[C@@H]2CO3)c1 | -6[25 µM]
O=C(c1ccccc1)c1ccc(OCCO)cc1 | -23
Cc1c(C(=O)NCCCN2CCCCC2)oc2ccc3c(c12)C(O)CC1(CCCCC1)O3 (configuration not stated) | -1
O=C(C1CC1)N1C[C@H]2[C@@H](c3ccccc31)[C@@H](CO)N2C(=O)c1ccccc1 | -13[25 µM]

More records
SMILES | BL2 CD40 inh
COc1ccccc1NS(=O)(=O)c1cc(NC(=O)c2cccc(S(=O)(=O)N(C)C)c2)ccc1N1CCOCC1 | 1
COc1ccc(OC(=O)N(C)C[C@@H]2OCc3ccccc3-c3ccccc3C(=O)N([C@H](C)CO)C[C@@H]2C)cc1 | -6
O=C1CN(S(=O)(=O)c2cccc(Br)c2)CCN1 | 4
CCOC(=O)C1(C)CCCN(C(=O)c2cc(C#N)cs2)C1 (configuration not stated) | 0
COc1ccc(/C=C/C(=O)OCC(=O)NCCC2=CCCCC2)cc1OC | 8
CC(OC(=O)/C=C/c1ccc2ccccc2n1)C(=O)N(C)c1ccccc1 (configuration not stated) | -11
CCc1ccc2nc(NC(=O)C3CSC4(C)CCC(=O)N34)sc2c1 (configuration not stated) | -18
CC(C)OC(=O)c1nn2c(C(F)(F)F)cc(-c3ccc(Br)o3)nc2c1Br | 11
O=C(OCc1nc2ccccc2s1)c1cnccn1 | -45
CSc1ccc(S(=O)(=O)NCC(=O)OCC(=O)NC2(C#N)CCCCC2)cc1[N+](=O)[O-] | -1
NC(=O)C1CCN(C(=O)c2cc3c(s2)CCCC3)CC1 | -46
CN1CCN(S(=O)(=O)c2cccc(C(=O)N(C)Cc3cccs3)c2)CC1 | 5
O=C(Nc1ccccc1Cl)N1[C@@H]2CNC[C@H]1C2c1ccc(-c2ccccc2)cc1 (some centres not stated) | 4&-15
Cc1nn(CC(C)C)c(Cl)c1C(=O)N(C)CC(=O)Nc1ccc(Cl)cc1 | 2
Cc1ccc(NC(=O)CCNS(=O)(=O)c2ccccc2)c(C(=O)c2ccccc2)c1 | 3
CCc1ccc2c(c1)NC(=O)C2(C)Cc1ccc(C(F)(F)F)nc1 (configuration not stated) | 1
O=C(OCc1nnc(-c2ccc(Cl)cc2)o1)C12CC3CC(CC(O)(C3)C1)C2 | -51
CC1CC(C)CN(C(=O)c2ccc(S(=O)(=O)N3CCCCC3)cc2)C1 (configuration not stated) | 9
CCOc1cc(N2CCOCC2)c(OCC)cc1NC(=O)c1ccc(F)c(S(=O)(=O)N2CCOCC2)c1 | 2
CCOC(=O)c1cnc(-n2nc(C)cc2C)nc1NCc1ccccc1 | -36
CC(CC(=O)Nc1ccc(S(=O)(=O)Nc2ncccn2)cc1)c1ccccc1 (configuration not stated) | 11
Cc1ccc(S(=O)(=O)N(C)C[C@H]2OCCCC[C@H](C)Oc3ccc(NS(=O)(=O)c4ccc(Cl)cc4)cc3C(=O)N([C@H](C)CO)C[C@@H]2C)cc1 | 11
COc1ccc(S(=O)(=O)N(C)C[C@H]2Oc3c(cccc3N(C)C)C(=O)N([C@@H](C)CO)C[C@@H]2C)cc1 | -12[25 µM]
CC(CNC(=O)COC(=O)c1cccnc1Cl)c1ccccc1 (configuration not stated) | 1
CC(=O)NCCC(=O)Nc1cc(S(=O)(=O)N2CCOCC2)ccc1N1CCCC1 | -3

Next part, overlapping the part above by 6 compounds.
SMILES | BL2 CD40 inh
CCOC(=O)c1cnc(-n2nc(C)cc2C)nc1NCc1ccccc1 | -36
CC(CC(=O)Nc1ccc(S(=O)(=O)Nc2ncccn2)cc1)c1ccccc1 (configuration not stated) | 11
Cc1ccc(S(=O)(=O)N(C)C[C@H]2OCCCC[C@H](C)Oc3ccc(NS(=O)(=O)c4ccc(Cl)cc4)cc3C(=O)N([C@H](C)CO)C[C@@H]2C)cc1 | 11
COc1ccc(S(=O)(=O)N(C)C[C@H]2Oc3c(cccc3N(C)C)C(=O)N([C@@H](C)CO)C[C@@H]2C)cc1 | -12[25 µM]
CC(CNC(=O)COC(=O)c1cccnc1Cl)c1ccccc1 (configuration not stated) | 1
CC(=O)NCCC(=O)Nc1cc(S(=O)(=O)N2CCOCC2)ccc1N1CCCC1 | -3
C[C@H](NC(=O)N(C)C[C@H]1OCc2ccccc2-c2ccccc2C(=O)N([C@@H](C)CO)C[C@@H]1C)c1ccccc1 | -4[25 µM]
CNC[C@H]1Oc2ccccc2CC(=O)N(C)C[C@@H]1C | 3
CCOC(=O)c1oc2ccccc2c1NC(=O)COc1cccc(OC)c1 | 7
COc1ccc(/C=C/C(=O)C2CC2)cc1COc1c(C)cccc1C | 7
O=C1CN(C(=O)CN2CCN(S(=O)(=O)c3ccccc3)CC2)c2ccccc2N1 | -7
Cn1nccc1C(=O)N1CCN(c2ccc(F)cc2)CC1 | 3
CCCc1nc2oc3c(NCCCN(C)C)ncnc3c2c2c1CCCC2 | 19
CCOC(=O)N1CCN(CC(=O)N2CCC(C(N)=O)CC2)CC1 | 5
Cn1c(=O)c2c([nH]c(=O)n2C)n(C)c1=O | 12
CC(C)Cc1ccc(C(C)C(=O)OCC(=O)c2c[nH]c3ccccc23)cc1 (configuration not stated) | 25
COc1ccc([C@H]2C/C=C\C[C@H](c3cccc(Cl)c3)NC(=O)[C@@H](c3ccccc3)CC(=O)N2)c(OC)c1 | 8[25 µM]
COc1cc(C(=O)NCC2CCCO2)ccc1OCc1c(C)noc1C (configuration not stated) | 7
COc1ccc(S(=O)(=O)NCCc2csc(C)n2)cc1C | 9
O=C(NCCc1ccc(F)cc1)c1cccc(NC(=O)c2ccccc2)c1 | -40
O=C(NCCOc1ccccc1)c1cc2ccccc2o1 | -68
O=C(C[C@H]1C[C@@H]2c3cc(NC(=O)NC4CCCCC4)ccc3O[C@@H]2[C@@H](CO)O1)NC1CCCC1 | -2
CCOC(=O)N1CCN(CC(=O)Nc2ccc(F)c(F)c2)CC1 | 4
O=C(COc1ccccc1)n1nc(-c2ccc(Cl)cc2)nc1NCc1ccco1 | -27
CCCn1c(=O)n(N)c2ccccc21 | 12
Cc1nc(SCc2ccccc2)c2ccsc2n1 | 19
Cc1[nH]nc(N=CC2=C(O)CC(C)(C)CC2=O)c1-c1ccc(Cl)cc1 | -15
CCC(=O)NCCc1nc2ccccc2[nH]1 | 12
CC(C)c1ccc2[nH]c3nc(SCC(=O)N4CCOCC4)nnc3c2c1 | -14
COc1ccccc1S(=O)(=O)N(C)C[C@@H]1OCc2ccccc2-c2ccccc2C(=O)N([C@@H](C)CO)C[C@H]1C | -1[25 µM]
C[C@@H]1CN([C@@H](C)CO)C(=O)c2cc(NS(=O)(=O)c3cn(C)cn3)ccc2O[C@H]1CN(C)S(=O)(=O)c1ccc(F)cc1 | 2[25 µM]

The final 2 compounds of the part above are carried over, then new ones follow:
SMILES | BL2 CD40 inh
COc1ccccc1S(=O)(=O)N(C)C[C@@H]1OCc2ccccc2-c2ccccc2C(=O)N([C@@H](C)CO)C[C@H]1C | -1[25 µM]
C[C@@H]1CN([C@@H](C)CO)C(=O)c2cc(NS(=O)(=O)c3cn(C)cn3)ccc2O[C@H]1CN(C)S(=O)(=O)c1ccc(F)cc1 | 2[25 µM]
CCS(=O)(=O)N1CC2(CN(Cc3ccccc3F)[C@H](CO)c3[nH]c4cc(OC)ccc4c32)C1 | 4[25 µM]
CCS(=O)(=O)N1Cc2ccccc2CC1C(=O)OCC(=O)Nc1ccc(C)cc1 (configuration not stated) | -12
CCC(=O)c1cc2c(cc1NC(=O)C(C)C)OCCO2 | -1
COc1ccc(C(CNC(=O)c2cccnc2SC)N2CCOCC2)cc1 (configuration not stated) | 3
Cc1cccc(-c2ccc([C@H]3[C@H](CO)N4CCCCN(C(=O)c5ccncc5)C[C@@H]34)cc2)c1 | 0[25 µM]
C[C@H]1CN([C@@H](C)CO)C(=O)c2ccccc2-c2ccccc2CO[C@@H]1CN(C)C(=O)[C@@H]1CCCN1C | -23[25 µM]
O=C(Nc1ccc(Br)cc1Cl)c1ccc2c(=O)n3c(nc2c1)CCC3 | -68
Cn1ccnc1SCC(=O)Nc1cccc(S(=O)(=O)N2CCCCC2)c1 | 4
COc1ccc(-n2c(=O)c3ccccc3n(CC(=O)c3ccccc3)c2=O)cc1OC | 4
Cc1ccc2c(CC(=O)N3CCOCC3)coc2c1 | 7
COc1cc(OC)cc(C(C)=O)c1 | 16
CCCN(Cc1cc2cccc(C)c2[nH]c1=O)S(C)(=O)=O | 2
O=C(Nc1nnc(C(F)(F)F)s1)c1ccc(N2C(=O)C3C4C=CC(C4)C3C2=O)cc1 (configuration not stated) | -7
C/C(=N\OC(=O)c1ccccc1)c1c(C)nc2cc(C)ccn12 | 10
O=C(c1ccc(CS(=O)c2cccc(Cl)c2)o1)N1CCCCCC1 (configuration not stated) | -4
Cc1cc(C)n(CCCNC(=O)c2ccc(C)o2)n1 | 8
CC(=O)N1CCN(C(=O)COC(=O)COc2ccc(C#N)cc2)CC1 | 2
c1ccc2c(c1)NC(CN1CCOCC1)CO2 (configuration not stated) | 6
CN(Cc1ccccc1)S(=O)(=O)c1cc2c3c(c1)CCN3C(=O)CC2 | -4
CCCCn1c(SCC(=O)Nc2ccc(C)c(S(=O)(=O)N3CCOCC3)c2)nnc1C(CC)N(C)C (configuration not stated) | 3
C[C@@H]1CN([C@@H](C)CO)C(=O)c2ccccc2-c2ccccc2CO[C@H]1CN(C)C(=O)[C@H]1CCCN1C | -6[25 µM]
Cc1ccc2cc(C#N)c(N3CCCN(S(=O)(=O)c4ccccc4)CC3)nc2c1C | 3
CCN(c1ccccc1)S(=O)(=O)c1ccc(Cl)c(C(=O)NC2CCN(Cc3ccccc3)CC2)c1 | 5
CC(C)CC#Cc1ccc([C@H]2[C@H]3CN(C(=O)Nc4ccccc4)CCCCN3[C@H]2CO)cc1 | 34[25 µM]
CCN(CC(=O)NCc1ccc(F)cc1)C(=O)c1ccc(COc2ccccc2)cc1 | -46

Reformatted as a markdown table: part of the list above
| Compound | BL2 CD40 inh |
| --- | --- |
| O=C(c1ccc(CS(=O)c2cccc(Cl)c2)o1)N1CCCCCC1 (configuration not stated) | -4 |
| Cc1[nH]nc(N=CC2=C(O)CC(C)(C)CC2=O)c1-c1ccc(Cl)cc1 | -15 |
| NC(=O)C1CCN(C(=O)c2cc3c(s2)CCCC3)CC1 | -46 |
| Cc1ccc2cc(C#N)c(N3CCCN(S(=O)(=O)c4ccccc4)CC3)nc2c1C | 3 |

The list goes on:
SMILES | BL2 CD40 inh
CN(C)C(=O)C[C@@H]1CC[C@H]2[C@H](COc3ccc(NC(=O)C4CCCC4)cc3C(=O)N2C)O1 | -2
CC(C)NC(=O)Cn1cnc2c1c(=O)n(C)c(=O)n2C | -5
Cc1noc(C)c1NC(=O)N(C)C[C@H]1OCc2cn(nn2)CCCC(=O)N([C@@H](C)CO)C[C@@H]1C | 3[25 µM]
CCN(CC(=O)Nc1c(F)cccc1F)C(=O)CNC(=O)COc1ccccc1 | -5
COc1ccc(C)cc1S(=O)(=O)Nc1cc2c3c(c1)C(C)C(=O)N3CCC2 (configuration not stated) | -9
O=c1c(N=Nc2ccccc2)c[nH]n1-c1ccccc1 | -22
O=C(CCCCCCCC(=O)N1CCCCC1)N1CCCCC1 | -9
Cc1noc(C)c1S(=O)(=O)Nc1ccc2c(c1)CC(=O)N([C@H](C)CO)C[C@@H](C)[C@H](CN(C)Cc1ccc(Oc3ccccc3)cc1)O2 | -10[25 µM]
Cc1nc2ccccn2c(=O)c1NC(=O)c1cccc2ccccc12 | 4
CCN(CC(=O)Nc1ccc(OC)cc1)CC(=O)Nc1ccc2c(c1)OCO2 | -5
COc1ccc(C(=O)N2CCCN(C)CC2)c(OC)c1 | 5
C[C@@H]1CN([C@H](C)CO)C(=O)Cc2cc(NS(=O)(=O)c3cn(C)cn3)ccc2O[C@H]1CN(C)C(=O)NC1CCCCC1 | -4[25 µM]
Cc1ccn2c(CNCC3OCCc4ccccc43)c(C(=O)N3CCCCCC3)nc2c1 (configuration not stated) | 7
Cc1ccccc1OCC(=O)OCC(=O)NCCNC(=O)COC(=O)COc1ccccc1C | 7

The list is partial; count on the stated rates, not on these rows.
